S2 tox: Viability Counterscreen for Primary qHTS for Inhibitors of ATXN expression; Potency, µM (series often up to 56.7 µM), actives largely listed as cytotoxic; S2 cells (HEK-293 line with an ATXN2-luciferase reporter) viability, CellTiter-Fluor protease fluorescence, 24 h; 400,000 tested, 0.49% active; also: potency is read from the fitted curve at half-maximal effect; nearly all actives have a fitted effect of over 40% in size
HepG2 tox: qHTS for Inhibitors of TGF-b: Cytotox Counterscreen; 410,000 tested, 0.76% active; AID 588856, 2011; Potency, µM (highest dose often 46.1 µM), for inactives: at the top dose activity change, negative = cytotoxicity, actives largely listed as cytotoxic; HepG2 CAGA-GFP viability, ATP luminescence, 18 h; also: potency is read from the fitted curve at half-maximal effect; some results filed as inactive show a strong effect at the top dose
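CellTiter-Glo luminescence gave cytotoxicity after 18 hours at 37 degrees C. The cells were HepG2 CAGA-GFP in 1% FBS DMEM, stimulated with 500 pg/mL TGF-beta after compound addition. %Activity was normalised to no-cell wells (complete cell-killing) and DMSO (no toxicity), and curves were fitted and classified.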
Nrf2 activator: qHTS of Nrf2 Activators; AREc32 ARE-luciferase reporter (MCF7-derived line), luminescence, 24 h; Potency, µM (top dose mostly 46.1 µM), for inactives: top-dose activation, hits mostly activators; 410,000 tested, 0.31% active; AID 624171, 2012; also: potency is read from the fitted curve at half-maximal effect; % of control where 0% means no effect; nearly all actives have a fitted effect of over 65% in size
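ARE-driven firefly luciferase activity in AREc32 cells measured after a 24 hr compound exposure at 37 deg C, using Steady-Glo reagent and a 30 min room-temperature hold.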
A549 tox: Nrf2 qHTS screen for inhibitors: counterscreen for cytotoxicity | 390,000 tested, 0.16% active | Potency, µM (doses to about 46 µM), for inactives: top-dose activity change, negative = cytotoxicity, hits mostly inhibitors | A549 ARE-Fluc cells, CellTiter-Fluor viability, 18-24 h | AID 504648, 2011; also: potency is read from the fitted curve at half-maximal effect; % is scaled to controls: 0 for no effect and ±100 for the full control effect
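Cytotoxicity counterscreen: CellTiter-Fluor fluorescence was measured in A549 ARE_Fluc cells after 18-24 h of compound exposure in a concentration series. The subsequent BugLite luminescent read reports ARE-luciferase activity.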
ATXN2 expr inh: Primary qHTS for Inhibitors of ATXN expression; HEK-293 ATXN2-luciferase reporter, luminescence, 24 h; Potency, µM (doses to about 57 µM), inactives show at the top dose activity change, negative = inhibition, actives largely listed as inhibitors; 360,000 tested, 0.72% active; AID 1745845, 2022; also: potency is read from the fitted curve at half-maximal effect; % is scaled to controls: 0 for no effect and ±100 for the full control effect; nearly all actives have a fitted effect of over 55% in size
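ATXN2-luciferase reporter cells (luciferase flanked by upstream and downstream ATXN2 gene portions) were treated 24 h at 37 °C with compounds at up to 57 uM. SteadyGlo luminescence gave expression; GF-AFC fluorescence gave viability.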
IL-1B inflam inh: qHTS for Inhibitors of Inflammasome Signaling: IL-1-beta AlphaLISA Primary Screen; THP-1 LPS/ATP IL-1B secretion, AlphaLISA, 16 h; hits give low values; activity change, % at 57.5 µM; 360,000 tested, 4.7% active; AID 743279, 2014; in the data active = activity change below about -50%; inconclusive = mostly about -30% to -49%; also: % is scaled to controls: 0 for no effect and ±100 for the full control effect
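Secreted IL-1B measured by AlphaLISA bead assay after 16 h compound exposure of THP-1 cells; compounds (final up to 57.5 uM) added 1 h before LPS (250 ng/mL) and ATP (1.25 mM) stimulation; lower signal means less secretion.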
MCF10A rereplic: A quantitative high throughput screen for small molecules that induce DNA re-replication in MCF 10a normal breast cells. MCF 10A DNA re-replication, Hoechst nuclear intensity, 48 h. Potency, µM (doses to about 46.1 µM), for inactives: at the top dose activity, positive = re-replication, most hits filed as activators. 350,000 tested, 2.9% active; also: potency is read from the fitted curve at half-maximal effect; % of control where 0% means no effect; nearly all actives have a fitted effect of over 50% in size
Nrf2 inh: Nrf2 qHTS screen for inhibitors; Potency, µM (highest dose often 46 µM), inactives show top-dose activity change, negative = inhibition, usual class: inhibitors; AID 504444, 2011; 360,000 tested, 2.1% active; A549 ARE-Fluc reporter, luciferase luminescence, 18-24 h; also: potency is read from the fitted curve at half-maximal effect; % is scaled to controls: 0 for no effect and ±100 for the full control effect; nearly all actives have a fitted effect of over 60% in size
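In this cell-based qHTS, ARE-driven firefly luciferase in A549 cells reports Nrf2 activity; the luminescent signal after BugLite lysis is the measured value, with a prior CellTiter-Fluor read for cell health.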
TGFb SMAD3 inh: qHTS for Inhibitors of TGF-b; AID 588855, 2011; HepG2 CAGA-GFP TGF-b/SMAD3 reporter, GFP fluorescence, 18 h; TGF-beta stimulated, 500 pg/mL final; 410,000 tested, 1.2% active; Potency, µM (highest dose often 46.1 µM), inactives show top-dose activity, negative = inhibition, actives largely listed as inhibitors; also: potency is read from the fitted curve at half-maximal effect; % is scaled to controls: 0 for no effect and ±100 for the full control effect; nearly all actives have a fitted effect of over 65% in size
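Inhibition of TGF-beta-driven CAGA-GFP reporter expression in HEPG2 cells is measured by cellular GFP fluorescence after 18 h stimulation with 500 pg/mL recombinant TGF-beta in 1% FBS medium at 37 degrees C.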
Active calls of the source: *; i = inactive; ? = inconclusive; nt = not tested or not shown; [ ] = dose if it differs, or a comment. Unless noted, calls follow the shape of the dose curve; as a rule, active = well fitted curve in the direction sought with a large enough effect; inconclusive = small, poorly fitted or top-dose-only effect, or another doubt; inactive = no such curve, though single readings can be large; an effect the other way counts as inactive or inconclusive.

SMILES | S2 tox | HepG2 tox | Nrf2 activator | A549 tox | ATXN2 expr inh | IL-1B inflam inh | MCF10A rereplic | Nrf2 inh | TGFb SMAD3 inh
O=C(c1cc(C2CC2)nn1-c1ccccc1)N1CCN(S(=O)(=O)c2ccccc2)CC1 | i | -2% | -0.8% | 6% | 1% | -14 | -2% | -16% | -1%
Cc1ccc(C2c3[nH]c4ccccc4c3C[C@H]3C(=O)N(c4ccccc4C(=O)N4CCC[C@H]4C(=O)O)C(=O)N23)cc1 (stereo not given in full) | i | 2% | 0.2% | 2% | -1% | 0 | 4% | -6% | 0%
COCCNC(=O)CSc1nc(-c2ccc(C)cc2)[nH]c1-c1ccc(OC)cc1 | nt | -19% | 1.4% | 2% | nt | nt | nt | 7% | -29%
CCOC(=O)C1CCNC(=O)C1=O (stereo not given) | ? | 22% | 0.2% | -4% | -2% | 20 | -2% | 2% | -8%
CCOC(=O)c1nn(-c2cccc(C)c2)c2nc(-c3ccccc3)c(C#N)c(=O)n12 | i | -11% | 2.9% | 2% | -2% | 4 | 0% | -3% | -19%
C#CC(C)(CC)NC(=O)Cn1nnc(-c2ccc(OCc3ccccc3Cl)cc2)n1 (stereo not given) | i | -12% | -0.4% | 0% | -3% | nt | nt | 1% | 3%
CC1CCc2c(sc3nc(SCC(=O)O)n(-c4ccccc4)c(=O)c23)C1 (stereo not given) | i | 1% | -0.6% | -7% | 7% | 42 | 19% | -14% | 2%
Cc1ccc(N=C2NC(=O)CS2)c(C)c1 | i | 1% | 0.1% | -5% | -1% | 18 | -2% | 13% | 7%
O=C(Nc1cccc2cccnc12)c1ccccc1Cl | i | 6% | 13% | -11% | 28% | 6 | ? | 15% | 1%
Cc1ccc(NS(=O)(=O)c2c(C)[nH]c(C)c2C(=O)N2CCCC2)cc1 | ? | -15% | -3.4% | -2% | -8% | -11 | 1% | 1% | 11%
CCn1nc(C)c2c(-c3ccccc3)cc(=O)n(C(C)C(=O)Nc3ccc(OC)c(OC)c3)c21 (stereo not given) | i | 3% | -0.8% | -16% | -1% | nt | nt | -34% | 4%
CCOC(=O)C(NC(=O)Nc1ccc(F)cc1F)(Oc1ccc(F)cc1)C(F)(F)F (stereo not given) | ? | -3% | -0.7% | -3% | -7% | 22 | ? | 12% | 7%
Cn1c(=O)c2c(nc(N/N=C/c3ccc(OC(=O)c4ccco4)cc3)n2Cc2ccccc2)n(C)c1=O | ? | -9% | 3.6% | -20% | -33% | 32 | 0% | 16µM* | ?
Cc1cc(C)c(NC(=O)C2CCCCN2C)c(C)c1 (stereo not given) | i | 10% | -0.1% | 3% | -1% | 4 | -9% | 1% | 44%[activator]
CC(=O)c1ccc(NC(=O)C2CCCN(S(=O)(=O)c3ccc(-n4cnnn4)cc3)C2)cc1 (stereo not given) | i | 6% | 0.9% | -7% | 17% | -6 | 8% | -13% | 1%
CNS(=O)(=O)c1cccc(C(=O)NCC(c2cccs2)N(C)C)c1 (stereo not given) | i | 1% | 0.4% | 23% | 14% | 15 | 3% | 9% | 1%
O=C(Cc1ccccc1)NCCN1CCCC1 | i | 4% | -0.4% | 4% | 0% | 0 | 5% | -3% | 9%
CCOC(=O)Nc1ccc2c(C)cc(=O)oc2c1 | i | 1% | 4.0% | 5% | 52%[activator] | 24 | 11% | nt | 8%
CSCC[C@H](NC(=O)c1ccco1)c1nnc2ccccn12 | ? | 8% | -1.0% | -5% | nt | 9 | -5% | 0% | 12%
Cc1cc(NC(=O)CN(C)CC(=O)Nc2ccc(F)c(F)c2F)no1 | ? | -8% | 0.1% | 1% | 5% | 27 | -5% | 1% | -23%

Part of the list above with just TGFb SMAD3 inh and ATXN2 expr inh:
compound | TGFb SMAD3 inh | ATXN2 expr inh
CC(=O)c1ccc(NC(=O)C2CCCN(S(=O)(=O)c3ccc(-n4cnnn4)cc3)C2)cc1 (stereo not given) | 1% | 17%
CNS(=O)(=O)c1cccc(C(=O)NCC(c2cccs2)N(C)C)c1 (stereo not given) | 1% | 14%
O=C(Cc1ccccc1)NCCN1CCCC1 | 9% | 0%

The list continues.
SMILES | S2 tox | HepG2 tox | Nrf2 activator | A549 tox | ATXN2 expr inh | IL-1B inflam inh | MCF10A rereplic | Nrf2 inh | TGFb SMAD3 inh
CC1=NN(C(C#N)c2ccccc2C)C(C)(C)C1 (stereo not given) | i | 2% | -0.2% | -1% | 1% | -11 | -4% | 2% | 3%
C=CCn1c(CNC(=O)CCC)nc2ccccc21 | i | 0% | -0.3% | 12%[1.84 µM] | 0% | 36 | -3% | 2% | 16%
CCC(C(=O)NCC1CCCO1)N(Cc1ccccc1)C(=O)CNS(=O)(=O)c1ccccc1 (stereo not given) | i | -15% | -0.6% | -9% | -16% | 10 | -3% | 6% | ?
COc1ccc(/C=C/C(O)=C2/C(=O)NC3(C)CC2c2ccccc2O3)c(OC)c1OC (stereo not given) | ? | -46% | 4.5% | -6% | nt | -20 | ? | ? | -18%
CCCCn1nnnc1NCc1ccc(OC)c(OC)c1OC | i | 0% | -0.4% | 7% | 0% | 4 | 4% | 15% | 2%
COc1ccc(C(=O)N2CCN=C2SCc2cccnc2)cc1OC | i | 3% | -0.9% | 0% | 4% | -19 | 5% | -6% | 0%
Cc1ccc2[nH]cc(CCNC(=O)C3CCCO3)c2c1 (stereo not given) | i | -16% | -0.8% | 4% | nt | -17 | 1% | -4% | -1%
COc1ccc(Cc2nnc(SC)[nH]c2=O)cc1OC | i | 0% | 0.1% | 2% | 14% | 10 | 1% | 2% | 2%
CC(NC(=O)c1ccccc1SCC(=O)N1CCCC1)c1ccccc1 (stereo not given) | i | -2% | -0.8% | -4% | 6% | 16 | 3% | 1% | 2%
CCN(C(=O)/C=C/c1ccc(OC)cc1)C1CCS(=O)(=O)C1 (stereo not given) | i | -3% | 0.3% | 2% | -7% | -18 | 1% | 4% | 1%
CCCCN(C(=O)CSc1nnc(-c2ccccc2)o1)c1c(N)n(CCC)c(=O)[nH]c1=O | i | -4% | 0.1% | 0% | 3% | 5 | -1% | 6% | -9%
CCC(Sc1nnc(C)n2c1cc1sccc12)C(=O)Nc1ccccc1F (stereo not given) | nt | -21% | ? | 11% | nt | nt | nt | ? | ?
O=C(O)c1ccc(CSc2nc3ccccc3c(=O)n2-c2ccccc2)cc1 | ? | -19% | 5.1% | -13% | nt | -9 | 0% | ? | 5%
CCOc1ccc(CCNC(=O)c2ccccc2OCc2c(C)noc2C)cc1OCC | i | -19% | -0.3% | -1% | 7% | -7 | 9% | 3% | 5%
COc1ccc(NC(=O)CSc2nccn2Cc2ccc(F)cc2)c(OC)c1 | ? | -25% | 0.0% | 2% | 5% | 20 | 1% | -11% | ?
CCOc1ccc(/C=N/Nc2cc(=O)n(C)c(=O)n2C)cc1 | i | -1% | 6.9% | -12% | -14% | 14 | 7% | -6% | 5%
O=C(NC1CCS(=O)(=O)C1)C1CCCC1 (stereo not given) | i | -3% | -0.3% | 1% | 0% | -5 | -3% | 4% | 0%
CCOC(=O)c1ccccc1NC(=O)COC(=O)CCC(=O)c1ccc(C)cc1 | i | -1% | 0.2% | -5% | 9% | 0 | 4% | 4% | -3%
CC1Cc2ccccc2N1C(=O)Cn1nnc(-c2ccccc2NC(=O)C2CCC2)n1 (stereo not given) | i | -7% | 0.2% | -9% | -8% | -11 | 23% | ? | -20%
COc1ccccc1Cn1c(=S)[nH]c2cc(C(=O)NCCCN3CCOCC3)ccc2c1=O | i | -21% | 0.1% | 4% | -14% | 44 | ? | -5% | -1%

Molecules listed so far with two or more sulfur atoms:
SMILES | S2 tox | HepG2 tox | Nrf2 activator | A549 tox | ATXN2 expr inh | IL-1B inflam inh | MCF10A rereplic | Nrf2 inh | TGFb SMAD3 inh
CC1CCc2c(sc3nc(SCC(=O)O)n(-c4ccccc4)c(=O)c23)C1 (stereo not given) | i | 1% | -0.6% | -7% | 7% | 42 | 19% | -14% | 2%
CNS(=O)(=O)c1cccc(C(=O)NCC(c2cccs2)N(C)C)c1 (stereo not given) | i | 1% | 0.4% | 23% | 14% | 15 | 3% | 9% | 1%
CCC(Sc1nnc(C)n2c1cc1sccc12)C(=O)Nc1ccccc1F (stereo not given) | nt | -21% | ? | 11% | nt | nt | nt | ? | ?

Continuation.
SMILES | S2 tox | HepG2 tox | Nrf2 activator | A549 tox | ATXN2 expr inh | IL-1B inflam inh | MCF10A rereplic | Nrf2 inh | TGFb SMAD3 inh
CC(C)(C)n1nnnc1C(c1ccccc1)N1CCN(c2ccc(C(F)(F)F)cn2)CC1 (stereo not given) | i | nt | 0.7% | nt | -25% | -17 | nt | nt | nt
COC(=O)c1cc(=O)c2ccc(OC)cc2o1 | i | -2% | 0.1% | -4% | -10% | 14 | 0% | 11% | 11%
COCCN(C(=O)/C=C/c1ccccc1)c1nnc(-c2cccnc2)s1 | i | -4% | 6.1% | -6% | -20% | 5 | -5% | ? | -14%
Cc1ccc2nc(-c3ccc(NC(=O)CSc4ccccc4)cc3)[nH]c2c1 | i | -63% | 7.0% | -20% | -1% | 34 | -1% | -11% | -18%
O=C(Cn1cnc2scc(-c3ccc(F)cc3)c2c1=O)NCC(c1ccco1)N1CCCC1 (stereo not given) | i | -16% | 0.9% | 2% | 0% | -9 | 3% | 13% | -3%
Cn1nc(-c2ccc(Cl)cc2)c2cc(C(=O)N3CCCC3)sc21 | i | -20% | 14% | 5% | ? | -16 | -11% | -8% | -13%
O=S(=O)(NC1CCCCC1)c1cccc2nsnc12 | i | -7% | 1.7% | 2% | 11% | -1 | -9% | 4% | 8%
O=C(COc1ccc([N+](=O)[O-])cc1)Nc1ccc(C(=O)Nc2ccccc2C(=O)O)cc1 | i | -2% | -0.2% | 2% | nt | -4 | -7% | 0% | 14%

Screening results (PubChem)
